Assay outcomes (PubChem BioAssay)
Coupling enz = coupling enzyme interference in Giardia aldolase counter-screen | coupling enzyme system counterscreen, AmpLite Red fluorescence | activity change, negative = inhibition, % at 58.2 µM, hits read low | AID 2472 | 290,000 tested, 0.67% active; in the data active means activity change below about -30%; further: on the % scale 0 is the no-effect control and ±100 the full control effect
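Fluorescence at 525 nm excitation and 598 nm emission measured inhibition of the coupled detection system without aldolase. Compounds (at 57.5 uM final) were preincubated 10 min at room temperature with coupling enzyme reagent before a 20 min substrate/AmpLite Red step.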
Menin MLL FP TR = inhibitors of human menin-MLL interaction, mutant MLL peptide. 270,000 tested, 0.23% active. Menin + Texas Red MLL mutant peptide, fluorescence polarization. Potency, µM (highest dose often 61.6 µM), for the others: at the top dose FP activity change, negative = inhibition, hits mostly inhibitors; active means well fitted inhibition curve with a large enough effect in the polarisation, with a control signal flat, not every such curve was filed as active; inconclusive means small, poorly fitted or top-dose-only effect, or effect the other way, or a change in a side signal; inactive means no such curve, though single readings can be large or run the other way; the % refers to the polarisation; further: potency means the concentration at half of the fitted maximal effect; % of control where 0% means no effect; many of its hits are not listed in these tables
B2AR arrestin = agonists driving beta-arrestin recruitment to human beta2-adrenergic receptor; P07550; beta-arrestin recruitment to beta2AR, cell-based reporter; Potency, µM (top dose mostly 46.1 µM), inactives show top-dose activation, most hits filed as activators; 330,000 tested, 0.02% active; AID 492947;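 further: potency means the concentration at half of the fitted maximal effect; 0% = DMSO controls and full agonism = EC100 isoproterenol or metaproterenol; nearly all actives have a fitted effect of over 65% in size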
TRPV1 agonist = agonists of human vanilloid receptor 1 (TRPV1) | 320,000 tested, 0.19% active | activation, % at 8.33 µM | AID 540275 | Q8NER1 | TRPV1-expressing cells, Fluo-8 calcium influx, agonist mode; in the data active means activation above about 80%; inconclusive means between about 30% and that limit; further: 0% is about no effect
Target sequence (Q8NER1 whole entry, looked up): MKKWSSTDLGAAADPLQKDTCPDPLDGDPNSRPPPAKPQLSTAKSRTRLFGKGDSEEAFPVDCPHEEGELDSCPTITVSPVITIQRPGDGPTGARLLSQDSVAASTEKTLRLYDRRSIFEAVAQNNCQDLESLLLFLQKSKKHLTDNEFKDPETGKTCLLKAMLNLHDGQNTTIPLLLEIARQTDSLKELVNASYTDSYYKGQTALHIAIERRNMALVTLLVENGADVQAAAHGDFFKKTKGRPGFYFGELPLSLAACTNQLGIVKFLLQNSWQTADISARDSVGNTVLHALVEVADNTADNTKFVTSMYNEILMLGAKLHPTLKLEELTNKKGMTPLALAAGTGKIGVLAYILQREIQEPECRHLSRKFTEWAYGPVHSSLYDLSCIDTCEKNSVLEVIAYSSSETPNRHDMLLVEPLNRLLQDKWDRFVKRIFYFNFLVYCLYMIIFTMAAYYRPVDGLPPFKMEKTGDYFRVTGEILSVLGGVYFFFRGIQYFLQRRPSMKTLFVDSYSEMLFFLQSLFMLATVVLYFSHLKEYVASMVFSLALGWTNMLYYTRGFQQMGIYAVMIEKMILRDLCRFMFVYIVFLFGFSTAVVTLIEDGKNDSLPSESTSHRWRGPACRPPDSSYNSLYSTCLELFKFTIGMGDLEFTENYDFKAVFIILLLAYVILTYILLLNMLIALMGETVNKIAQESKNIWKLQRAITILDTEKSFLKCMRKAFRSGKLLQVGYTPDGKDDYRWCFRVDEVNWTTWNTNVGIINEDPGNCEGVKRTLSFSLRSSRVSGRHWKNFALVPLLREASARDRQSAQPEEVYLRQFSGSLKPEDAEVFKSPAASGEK
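Cells expressing TRPV1 were dye-loaded with Fluo-8 and read kinetically: 10 s baseline, 3 min after compound (agonist portion), then 2 min after EC20 capsaicin (allosteric enhancer portion). Calcium-bound dye fluorescence at 480/520 nm.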
KCNH2 3.1 block = blocks the human KCNH2 3.1 channel isoform; U2OS KCNH2 3.1, thallium flux FluxOr; active compounds read low; activity change, % (tested at about 1.8 µM); 340,000 tested, 0.95% active; AID 720553;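 active means maximum activity change below -70%; inconclusive means maximum activity change from -70% to -50%; inactive means maximum activity change above -50%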;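 further: thallium influx rate constant from kinetic fluorescence after stimulation buffer; on the % scale 0 is the no-effect control and ±100 the full control effect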
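U2OS cells transduced with KCNH2 3.1 mutant virus (1.77 x 10^8 /mL, 4 h), plated overnight at 37 C, loaded 45 min with FluxOr dye plus Red40 quencher. Thallium flux rate constant from kinetic reads after stimulation buffer, normalised to controls.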
hERG WT inh = blocks the wildtype human KCNH2 potassium channel. Q12809. U2OS, BacMam KCNH2, thallium flux FluxOr; active compounds read low. activity change, % at 1.84 µM. 340,000 tested, 0.37% active;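 active means maximum activity change below -70%; inconclusive means maximum activity change between -70% and -50%; inactive means maximum activity change above -50%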; further: on the % scale 0 is the no-effect control and ±100 the full control effect
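U2OS cells were transduced with wild-type KCNH2 virus (2.03 x 10^8 / mL) for 4 h at room temperature, then cultured overnight at 37 C. Thallium flux was read with FluxOr dye. Rate constants were normalized to DMSO controls.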
Giardia killer = Giardia lamblia killing; Giardia lamblia trophozoite viability; activity change, % at 7.66 µM, hits read low; 340,000 tested, 0.15% active; in the data active means activity change below about -80%; inconclusive means between about -30% and that limit;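 further: parasites exposed to compound for two days anaerobically before the ATP read; on the % scale 0 is the no-effect control and ±100 the full control effect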
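Giardia lamblia trophozoites (100 cells/well) were incubated with compounds for 48 h at 37 deg C under anaerobic conditions. Viability was read as ATP content by one-step luminescence after 15-30 min at room temperature.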
GALK inh = galactokinase (human) inhibition. Potency, µM (series often up to 57.5 µM), for the others: at the top dose activity change, negative = inhibition, most hits filed as inhibitors. P51570. Purified GALK, Kinase-Glo residual ATP luminescence. 270,000 tested, 0.007% active; further: potency means the concentration at half of the fitted maximal effect; on the % scale 0 is the no-effect control and ±100 the full control effect
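Luminescence from leftover ATP (Ultra-Glo luciferase/luciferin) served as read-out after a 1 h room-temperature reaction of 5 nM GALK with 35 uM ATP and 100 uM galactose.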
PKM2 activator = increases activity of human pyruvate kinase M2 | 260,000 tested, 0.34% active | Potency, µM (titrated, usually from 57.5 µM), for inactives: at the highest dose activation, actives largely listed as activators | purified PKM2, Kinase-Glo ATP luminescence, activation; response scale: 0% is enzyme alone, no compound; further: potency means the concentration at half of the fitted maximal effect; on the % scale 0 is the no-effect control and ±100 the full control effect; nearly all actives have a fitted effect of over 55% in size
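Purified hPK-M2 (>95% pure) converted ADP (0.1 mM final) to ATP with 0.5 mM PEP in 50 mM imidazole pH7.2, KCl, MgCl2, Tween 20, BSA; 1 h at room temperature. ATP detected by Kinase-Glo luminescence.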
USP2a inh = inhibitors of human ubiquitin-specific protease USP2a; O75604; USP2 core, Ub-CHOP2 coupled fluorogenic reporter, 485/531; Potency, µM (top dose mostly 38.3 µM), for inactives: at the top dose activity change, negative = inhibition, usual class: inhibitors; 330,000 tested, 0.01% active; AID 463254;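 further: potency means the concentration at half of the fitted maximal effect; plate controls were DMSO wells for no effect and full inhibition by NEM control for full effect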
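Deubiquitinase activity read as fluorescence (485/531 nm) after Ub-CHOP2 cleavage activates the enterokinase reporter on its substrate; USP2 core 10nM, Ub-CHOP2 and substrate 25nM each, 30min compound preincubation then 60min RT; data normalized to NEM, curves fitted.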
CXXC DNA block = blocks binding of human MLL CXXC domain to DNA. MLL-CXXC / FITC-HOXA9 DNA fluorescence polarization. Potency, µM (titrated, usually from 115 µM), without a hit: at the highest dose activity change, negative = inhibition, most hits filed as inhibitors. 290,000 tested, 0.037% active. AID 2662; active means well fitted inhibition curve with a large enough effect in the polarisation, with a control signal flat, not every such curve was filed as active; inconclusive means small, poorly fitted or top-dose-only effect, or effect the other way, or a change in a side signal; inactive means no such curve, though single readings can be large or run the other way; the % refers to the polarisation; further: potency means the concentration at half of the fitted maximal effect
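Purified MLL-CXXC (added from a 7 uM solution) was preincubated 5 min at ambient with pinned compounds in 50 mM Tris-HCl pH 7.5, 50 mM NaCl, 1 mM DTT, 0.05% BSA. Fluorescein-labeled HOX-A9 DNA (50 nM solution) followed, 30 min, then polarization read.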
* marks the source's active call; other numbers are inactive results; ? = inconclusive; . = no result given; & = joins results of further samples; [ ] = another dose, or the depositor's remark. Unless noted, the call rests on the fitted dose curve; in most records, active means well fitted curve in the direction sought with a large enough effect; inconclusive means small, poorly fitted or top-dose-only effect, or another doubt; inactive means no such curve, though single readings can be large; an effect the other way counts as inactive or inconclusive.

SMILES	Coupling enz	Menin MLL FP TR	B2AR arrestin	TRPV1 agonist	KCNH2 3.1 block	hERG WT inh	Giardia killer	GALK inh	PKM2 activator	USP2a inh	CXXC DNA block
COc1cccc2c1OCC/C2=N\NC(=O)C(C)Oc1ccc([N+](=O)[O-])cc1 (stereo not given)	6	12%	-1.2%	-3	-8	7	7	4%	-4%	0%	1%
CCOCCCNC(=O)C1CC(=O)N(CCc2ccc(C)cc2)C1 (stereo not given)	0	-8%	-0.1%	-5	-6	-6	1	.	.	-2%	18%
CCOC(=O)C1(C)/C(=N/Nc2ccccc2)C(=O)C(=O)N1c1ccccc1 (stereo not given)	2	3%	0.0%	0	10	6	-4	1%	0%	2%	1%
CC(=O)Nc1ccc(-c2csc(Nc3cc(C)ccn3)n2)cc1	-12	?	-0.4%	8	2	8	-29	-4%	-1%	-1%	-2%
O=C(CCC1CCCC1)NNC(=O)c1cccc(Cl)c1	.	.	0.4%	?	1	3	0	-5%	1%	1%	12%
CCCCn1c(SCC(=O)Nc2ccc(OC)cc2)nc2ccc(N3CCOCC3)cc2c1=O	-32*	21%	0.0%	-2	-24	-1	-2	1%	4%	-2%	0%
CC(C)Nc1cc(C(F)(F)F)nc(-c2ccccn2)n1	0	.	0.4%	.	11	-1	-6	-2%	1%	2%	-9%
Cc1ccc(COC(=O)c2cc([N+](=O)[O-])ccc2N2CCOCC2)cc1	-4	16%	3.8%	26	.	.	.	-1%	0%	1%	?
C=C(C)C1CCC(C)=C1COC(=O)Nc1ccccc1 (stereo not given)	-3	-5%	-0.5%	?	-31	0	-25	-2%	0%	3%	1%
CCOC(=O)c1cn2ccc(C)cc2n1	1	-11%	0.4%	0	8	.	-9	6%	-9%	3%	-9%
C/C(=N\NC(=O)c1nnn(-c2nonc2N)c1-c1ccc(Cl)c(Cl)c1)c1ccncc1	1	48%[activator]	8.0%	?	2	-5	8	3%	-5%	-1%	6%
Cn1cc(C(=O)N/N=C/c2ccc(Br)c([N+](=O)[O-])c2)c2ccccc21	1	.	-0.3%	-1	6	3	5	.	-5%	1%	-9%
O=C(NNC(=S)NC(=O)c1cccnc1)c1ccccc1	-2	-12%	0.1%	-1	-1	-2	-6	.	-11%	2%	-14%
Cc1cc(-c2ccccc2)nc(N/N=C/c2ccc(O)cc2)n1	.	.	0.3%	?	11	2	8	.	.	-2%	.
Cc1ccc(S(=O)(=O)N2CCCCC2CCNC(=O)C(=O)NCc2ccccc2C)cc1 (stereo not given)	.	.	0.3%	4	-8	-1	3	.	.	-5%	.
COc1ccc(-n2c(C)cc(/C=C3/SC(=O)N(CC(=O)N4CCOCC4)C3=O)c2C)cc1	-17	-17%	-0.6%	0	-41	2	16	1%	-2%	3%	1%
CCOc1ccc(NC(=O)CCN2CCCCC2)cc1	-1	3%	0.0%	-1	-11	2	-5	8%	-5%	5%	15%
COc1ccc(C2/C=C\CN(CC(C)C)CC(=O)N2Cc2ccc(F)cc2)cc1 (stereo not given)	0&-1	-1%	-0.6%	13	-4	3	-3&-6	2%	0%	4%	1%
COc1ccc(C(=O)N(C)C(C)c2ccon2)cc1OC1CCN(C(C)C)CC1 (stereo not given)	.	.	-0.1%	-2	-3	14	-7	-4%	-9%	0%	-6%
CCOC(=O)N1CCN(S(=O)(=O)c2ccc(C(=O)Nc3nnc(C4CC4)o3)cc2)CC1	3	0%	-0.8%	1	15	6	-4	0%	9%	-1%	13%
COC(=O)c1ccc(-c2nc(CN3CCCN(C(=O)c4ccco4)CC3)c(C)o2)cc1	.	.	-0.2%	-4	-9	15	32[activator]	5%	2%	-2%	-10%
Cc1nnc(Sc2cc(C(=O)NC3CC3)c3ccccc3n2)s1	-1	.	-0.8%	-1	3	4	?	-1%	1%	2%	3%
Cc1n[nH]c(=S)n1/N=C/c1cccc(OCc2ccccc2)c1	0	60%[activator]	-0.1%	1	-1	-7	-7	3%	-6%	-23%	-4%
CC12CN3CCN(CC(C3)C1(O)CN1CCCCC1)C2 (stereo not given)	0	-7%	.	0	-16	-2	12	0%	-11%	.	3%
CC(=O)N1CC(=O)N(c2ccccc2)C1=O	-1	1%	0.3%	1	-28	6	-6	-2%	-4%	-1%	2%

(next part)
SMILES	Coupling enz	Menin MLL FP TR	B2AR arrestin	TRPV1 agonist	KCNH2 3.1 block	hERG WT inh	Giardia killer	GALK inh	PKM2 activator	USP2a inh	CXXC DNA block
O=C(Nc1cccc2ccccc12)c1cnccn1	2	22%	0.4%	15	20	4	-12	-2%	-1%	-11%	0%
COc1cc(C(=O)NCCC(=O)N2CCN(C)CC2)cc(OC)c1OC	0	-4%	0.4%	2	9	5	8	-1%	0%	-1%	4%
COCCNC(=O)CN(C(=O)CCC(=O)Nc1cc(C)on1)c1cccc(C)c1C	0	6%	0.0%	1	1	-11	5	6%	4%	1%	-2%
Cc1[nH]n(-c2ccccc2)c(=O)c1N=Nc1ccc(Cl)cc1	-2	23%	-0.5%	2	-3	11	-6	7%	3%	-1%	-18%
CN(CC1CCOCC1)C(=O)CC1C(=O)NCCN1CC1CCCCC1 (stereo not given)	10	-1%	0.1%	-1	6	-1	-5	1%	11%	1%	-2%
O=C(CSc1nnc(-c2ccccc2)o1)N1CCCCC1	0	7%	0.3%	?	25	-4	-11	-1%	-6%	8%	7%
S=C(NCCc1ccccc1)N1CCCCC1	0	12%	-0.3%	?	3	-11	-20	2%	-9%	1%	29%
O=C(COc1ccccc1[N+](=O)[O-])Nc1cccnc1	1	-1%	-0.1%	-1	-5	0	-20	-3%	2%	6%	10%
CCOC(=O)C1CCN(C(=O)Cn2nc(C)n3nc(-c4ccc(OC)cc4)cc3c2=O)CC1	.	.	-0.9%	2	31	-1	-3	2%	.	0%	8%
O=C(NNS(=O)(=O)c1ccc(Cl)cc1)c1cccs1	-1	11%	0.0%	1	-8	-4	8	-2%	1%	2%	-2%
O=C(NN=Cc1ccc(OC(F)F)cc1)c1ccc(NS(=O)(=O)c2cccs2)cc1	.	.	-0.1%	.	-22	-9	-16	.	.	3%	.
CCOC(=O)C1CCN(CC(=O)Nc2cc(C)nn2-c2nc3ccccc3s2)CC1	0	5%	.	8	-7	0	-11	0%	0%	.	8%
Cc1ccc(S(=O)(=O)NCCC(=O)NCCSc2ccc(Br)cc2)cc1	.	.	-1.0%	19	-3	2	-3	2%	-14%	4%	6%
COc1ccc(/C=C/C(=O)c2ccncc2)c2ccccc12	-43*	7%	0.2%	?	-22	-2	-9	-1%	-1%	1%	42%[activator]
CC(NS(=O)(=O)c1ccccc1)c1n[nH]c(=S)n1-c1ccccc1 (stereo not given)	1	.	-0.8%	-1	1	7	-21	3%	-5%	4%	-9%
O=C(Nc1ccc(Oc2cccnc2)cc1)C1CCCCN1Cc1ccc(CO)o1 (stereo not given)	-3	-29%	-0.6%	3	5	-1	-8	5%	-5%	1%	26%
O=C(NCCNC1CCC(c2ccccc2)CC1)c1cccs1 (stereo not given)	1	-27%	-0.3%	1	?	7	-3	6%	5%	0%	2%
C[N+](C)=C1SCC(C)(/C=N/O)S1 (stereo not given)	3	.	0.4%	1	5	0	-10	2%	9%	4%	10%
CC1CN(C(=O)CCC(=O)N2CCCCC2)c2ccccc2O1 (stereo not given)	2	?	0.1%	19	11	2	46[activator]	.	13%	1%	.
CN(CC(=O)Nc1ccc(C(N)=O)cc1)S(=O)(=O)c1ccc2c(c1)OCCO2	.	.	-0.4%	.	11	-1	0	.	.	-1%	.
CCN1C(=O)CSC1=Nc1ccc(Cl)c(Cl)c1	1	9%	-1.1%	27	5	-1	34[activator]	-2%	-7%	0%	-4%
CN(C)c1ccc(/C=C2\N=C(C(C)(C)C)OC2=O)cc1	-3	-1%	-0.9%	10	-2	-11	9	1%	0%[0.46 µM]	5%	?
Cc1c(CCO)c(=O)n(-c2ccccc2)n1S(=O)(=O)c1ccc(F)cc1	-3	-10%	-0.3%	11	-4	2	9	-3%	-3%	3%	7%
COc1cc2nc(NC(=O)c3ccc(Cl)cc3)[nH]c(=O)c2cc1OC	3	?	.	-4	.	-3	-1	2%	2%	.	7%
CCOc1ccc(Br)cc1CSC(=N)N	0	-5%	-0.5%	-4	4	2	-3	-1%	-9%	0%	?
CCCCC(OC(=O)c1cc2occc2n1C)C(=O)NCC1CCCO1 (stereo not given)	0	0%	-0.2%	20	-4	14	5	1%	0%	?	-21%
CCC1(c2ccc(Cl)cc2)NC(=O)N(CC(=O)NC2(C#N)CCCCC2)C1=O (stereo not given)	.	.	0.6%	.	-5	11	1	.	.	-7%	.

Some of the compounds tested (hit frequency here may not be typical).
